Menin MLL FP TR: displaces Texas Red mutant MLL peptide from human menin; 270,000 tested, 0.23% active; Potency, µM (titrated, usually from 61.6 µM), inactives show at the top dose FP activity change, negative = inhibition, most hits filed as inhibitors; Menin + Texas Red MLL mutant peptide, fluorescence polarization; active means well fitted inhibition curve with a large enough effect in the polarisation, with a control signal flat, not every such curve was filed as active; inconclusive means small, poorly fitted or top-dose-only effect, or effect the other way, or a change in a side signal; inactive means no such curve, though single readings can be large or run the other way; the % refers to the polarisation; further: potency means the concentration at half of the fitted maximal effect; % of control where 0% means no effect; many of its hits are not listed in these tables
Target sequence (O00255 whole entry, looked up): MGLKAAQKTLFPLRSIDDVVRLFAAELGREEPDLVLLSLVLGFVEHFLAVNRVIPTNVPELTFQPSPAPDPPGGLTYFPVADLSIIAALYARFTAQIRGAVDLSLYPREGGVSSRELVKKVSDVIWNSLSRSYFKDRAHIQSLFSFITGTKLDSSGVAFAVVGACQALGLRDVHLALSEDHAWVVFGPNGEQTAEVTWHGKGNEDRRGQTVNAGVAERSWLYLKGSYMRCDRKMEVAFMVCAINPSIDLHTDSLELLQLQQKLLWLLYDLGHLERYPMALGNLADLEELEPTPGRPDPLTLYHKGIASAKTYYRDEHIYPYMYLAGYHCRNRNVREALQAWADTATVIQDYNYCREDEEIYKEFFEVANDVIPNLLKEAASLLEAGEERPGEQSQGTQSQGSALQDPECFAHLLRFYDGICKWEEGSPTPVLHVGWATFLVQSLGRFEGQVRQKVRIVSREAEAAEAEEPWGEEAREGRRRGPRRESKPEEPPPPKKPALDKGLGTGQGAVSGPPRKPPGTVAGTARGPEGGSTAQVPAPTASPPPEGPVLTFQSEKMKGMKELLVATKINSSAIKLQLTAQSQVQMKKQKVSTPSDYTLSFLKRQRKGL
MBNL1 CUG block: inhibitors of human MBNL1 binding to CUG repeat RNA. TR-FRET MBNL1-His/biotin-(CUG)12 binding, 665/545 ratio. Q9NR56. AID 2675. Potency, µM (top dose mostly 57.5 µM), inactives show top-dose activity change, negative = inhibition, most hits filed as inhibitors. 280,000 tested, 0.036% active; active means well fitted inhibition curve with a large enough effect in the signal ratio, with a control signal flat, not every such curve was filed as active; inconclusive means small, poorly fitted or top-dose-only effect, or effect the other way, or a change in a side signal; inactive means no such curve, though single readings can be large or run the other way; the % refers to the signal ratio; further: potency means the concentration at half of the fitted maximal effect; on the % scale 0 is the no-effect control and ±100 the full control effect
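Ratiometric TR-FRET (665 over 545 nm, excitation 340 nm) tracks disruption of MBNL1-His/biotin-(CUG)12 complex after 60 min at room temperature, with compounds at 92 nM to 58 uM final.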
A-T KAP1 phos: candidate therapy for ataxia-telangiectasia. […] A-T fibroblasts, KAP-1 phosphorylation AlphaLISA; neocarzinostatin DNA damage 30 min before lysis. 320,000 tested, 0.19% active. AID 485349. Potency, µM (highest dose often 57.5 µM), for inactives: at the top dose activation, most hits filed as activators; further: potency means the concentration at half of the fitted maximal effect; % of control where 0% means no effect; nearly all actives have a fitted effect of over 45% in size
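hTERT-immortalized A-T patient fibroblasts ([…]), 500 cells/well in OPTI-MEM, 1% FBS, got compounds for 60 min, then NCS for 30 min at 37C. Lysates were then assayed for phospho-KAP-1 by AlphaLISA (anti-pKAP1 donor, anti-KAP1 acceptor beads), 6 hr at 25C.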
a7 integrin act: activators of alpha7 integrin expression for muscular dystrophy; 350,000 tested, 0.064% active; AID 624291; alpha7betagal myoblasts, beta-gal FDG fluorescence, 48 h; Potency, µM (top dose mostly 38.3 µM), inactives show at the highest dose activation, most hits filed as activators;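 further: potency means the concentration at half of the fitted maximal effect; 100% = response of the positive control SU9516; nearly all actives have a fitted effect of over 60% in size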
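Alpha7betagal+/- myoblasts (passage 13) were plated 16-24 hr, then exposed to compounds (1:260 dilution of DMSO stock) for 48 hours at 37C. After MPER lysis, β-galactosidase reporter activity was read as FDG fluorescence (ex 480/em 540) after 30 minutes.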
TSHR antagonist: antagonists of human thyroid stimulating hormone receptor. TSHR-expressing cells, TSH-stimulated cAMP HTRF, 2 h; hits give low values. activity change, negative = inhibition, % at 11.5 µM. 330,000 tested, 0.2% active. AID 504810;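 active means activity change below a set negative limit, meaning inhibition stronger than a set level, cut at about -70% in these data; inconclusive means activity change between two set negative limits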; further: on the % scale 0 is the no-effect control and ±100 the full control effect
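Cell-based HTRF cAMP assay; TSHR cells + compound, TSH EC80 (4nM final), 2 h, 37 deg C. Lysis with anti-cAMP cryptate and cAMP-d2, 30 min RT, read 665/620 nm.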
CXXC DNA block: inhibitors of human MLL CXXC domain-DNA interaction | Q03164 | MLL-CXXC / FITC-HOXA9 DNA fluorescence polarization | Potency, µM (top dose mostly 115 µM), for inactives: top-dose activity change, negative = inhibition, hits mostly inhibitors | 290,000 tested, 0.037% active; active means well fitted inhibition curve with a large enough effect in the polarisation, with a control signal flat, not every such curve was filed as active; inconclusive means small, poorly fitted or top-dose-only effect, or effect the other way, or a change in a side signal; inactive means no such curve, though single readings can be large or run the other way; the % refers to the polarisation; further: potency means the concentration at half of the fitted maximal effect
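Fluorescence polarization: 7 uM MLL-CXXC (stock) preincubated 5 min with compounds, then 50 nM fluorescein-HOX-A9 DNA (stock) added; 30 min ambient. Buffer 50 mM Tris-HCl pH 7.5, 50 mM NaCl, 1 mM DTT, 0.05% BSA.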
TCR activator: T cell receptor activation | primary human leukocytes, anti-CD3, IL-2 HTRF, 48 h | Potency, µM (doses to about 9.22 µM), for the others: top-dose activation of IL-2 secretion, actives largely listed as activators | 330,000 tested, under 10 active; further: % of control where 0% means no effect
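48 hr co-incubation of compounds, a-CD3 beads and primary human leukocytes; IL-2 quantified homogeneously by HTRF with anti-IL-2 K and d2 conjugates.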
Mito fusion act: blocks mitochondrial division or promotes mitochondrial fusion | S. cerevisiae fusion-defective mutant growth rescue, CellTiterGlo 48 h | 320,000 tested, 0.23% active | Potency, µM (titrated, usually from 46.1 µM), without a hit: at the top dose growth rescue (activation), most hits filed as activators;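 further: potency means the concentration at half of the fitted maximal effect; % of control where 0% means no effect; nearly all actives have a fitted effect of over 45% in size; temperature-sensitive fusion mutants such as fzo1-1 at 37 °C on non-fermentable ethanol glycerol medium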
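Luminescent cell viability in 1536-well qHTS format served as the measure of rescued growth in ts fusion-mutant S. cerevisiae cultured on non-fermentable YPEG for 48 hours at 37C.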
PTAP TSG101 blk: blocks PTAP/TSG101 interaction to inhibit HIV-1 budding | Q99816 | Fluorescence polarization, FITC-PTAP peptide / Tsg101 binding | Potency, µM (top dose mostly 115 µM), without a hit: at the top dose activity change, negative = inhibition, most hits filed as inhibitors | 340,000 tested, under 10 active | AID 493005; active means well fitted inhibition curve with a large enough effect in the main read-out, with a control signal flat, not every such curve was filed as active; inconclusive means small, poorly fitted or top-dose-only effect, or effect the other way, or a change in a side signal; inactive means no such curve, though single readings can be large or run the other way; further: potency means the concentration at half of the fitted maximal effect; % of control where 0% means no effect
Target sequence (Q99816 whole entry, looked up): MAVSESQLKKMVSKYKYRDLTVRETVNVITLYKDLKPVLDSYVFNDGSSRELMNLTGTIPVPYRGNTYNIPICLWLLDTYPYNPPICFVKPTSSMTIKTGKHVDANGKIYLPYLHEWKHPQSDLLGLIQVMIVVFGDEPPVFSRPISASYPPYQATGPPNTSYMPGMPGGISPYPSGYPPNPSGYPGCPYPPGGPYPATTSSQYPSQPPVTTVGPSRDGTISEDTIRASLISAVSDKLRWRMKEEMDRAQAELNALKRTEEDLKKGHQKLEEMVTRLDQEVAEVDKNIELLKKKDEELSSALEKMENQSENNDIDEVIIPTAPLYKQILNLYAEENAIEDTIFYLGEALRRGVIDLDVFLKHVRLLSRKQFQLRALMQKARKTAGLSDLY
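Steps: Tsg101 binding domain dispensed (10 uM final), compounds pinned in DMSO, FITC-labeled PTAP-motif peptide added (50 nM final); after 20 min binding at room temperature, polarization measured.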
ASM inhibitor: human S-ASM enzyme inhibition; 340,000 tested, 0.006% active; placental ASM, HMU-PC fluorogenic substrate, 60 min; Potency, µM (doses to about 57.5 µM), for the others: at the highest dose activity change, negative = inhibition, actives largely listed as inhibitors; AID 504937; P17405; further: potency means the concentration at half of the fitted maximal effect
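Human placenta-derived ASM enzyme was preincubated with compound for 10 minutes at room temperature, then given fluorogenic substrate HMU-PC0 (9 uM final) for 60 minutes at 37 °C; a pH 10 stop preceded fluorescence reading at Ex 386/Em 447 nm.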
Starred values were filed as active, the others as inactive; u = inconclusive; x = not tested or not shown; [ ] = dose if it differs, or a comment. Unless noted, the call rests on the fitted dose curve; in most records, active means well fitted curve in the direction sought with a large enough effect; inconclusive means small, poorly fitted or top-dose-only effect, or another doubt; inactive means no such curve, though single readings can be large; an effect the other way counts as inactive or inconclusive.

SMILES	Menin MLL FP TR	MBNL1 CUG block	A-T KAP1 phos	a7 integrin act	TSHR antagonist	CXXC DNA block	TCR activator	Mito fusion act	PTAP TSG101 blk	ASM inhibitor
CCC(C)[C@H](NS(=O)(=O)c1ccc(F)cc1Br)C(=O)OC (some centres undefined)	x	x	x	1%	x	x	-5%	x	-8%	3%
COc1ccc(S(=O)(=O)N2CCC(C(=O)N3CCCCC3)CC2)cc1Cl	-17%	-3%	0%	-29%	4	11%	6%	-4%	-12%	7%
Cc1ccc2nc(SCC(=O)Nc3ccc(C)c([N+](=O)[O-])c3)[nH]c2c1	u	10%	2%	-13%	-3	0%	-5%[46.1 µM]	6%	0%	-7%
COC(=O)c1ccccc1S(=O)(=O)N1CCC(C(=O)N2CCC2)CC1	x	x	2%	36%	-2	x	-9%	-2%	-3%	-1%
COc1ccc(-c2noc3c2-c2nc(-c4ccccc4C)sc2CC3)cc1	x	x	x	-26%	x	x	-263%	x	-1%	-8%
C/C(=N/NC(=S)Nc1ccccc1)c1ccc2c(c1)OCO2	11%	-10%	-2%	-1%	16	2%	-2%[46.1 µM]	2%	-7%	-1%
COc1ccc(C(=O)CSc2nnc(CN3CCCCC3)n2-c2ccc(Cl)cc2)cc1OC	-2%	-13%	4%	-20%	-3	9%	2%[46.1 µM]	14%	-1%	1%
Cn1c(SCc2ccc(Cl)cc2)nnc1C1CC1	-7%	u	-1%	28%	19	-11%	-4%	6%	0%	-4%
Cn1nc(C(=O)NNC(=O)C(CCC(N)=O)NS(=O)(=O)c2ccc(Cl)cc2)c2ccccc2c1=O (centres undefined)	x	x	-1%	12%	-3	x	5%	-1%	u	0%
O=C(O)Cc1csc(NC(=O)CSc2cccc(C(=O)O)n2)n1	x	-9%	-6%	13%	7	-4%	2%	5%	-3%	4%
O=C(NCc1ccccc1Cl)C1CCN(S(=O)(=O)c2cccc3nonc23)CC1	u	20%	0%	18%	5	9%	3%	-5%	1%	2%
O=C(c1cccc2ccccc12)N1CCC(N2CCN(c3ccccc3)CC2)CC1	u	-1%	0%	-7%	0	4%	2%	3%	1%	1%
Cc1c(C(=O)OCC(=O)NC(=O)NC2CCCCC2)cccc1[N+](=O)[O-]	x	x	-4%	-9%	-14	x	-5%[46.1 µM]	x	-2%	-10%
CC1CCC(CN2CCN=C2N(C)C)CC1 (centres undefined)	x	x	-1%	21%	-7	x	-4%	-5%	-5%	-2%
O=C(O)c1ccc(C(=O)Nc2ccc(F)cc2)cc1	x	x	5%	20%	17	x	9%	-6%	x	-5%
Clc1ccc2oc(SCc3cccnc3)nc2c1	5%	-6%	9%	0%	-8	-2%	-3%	-17%	0%	0%
CC(=O)c1cccc(N=Nc2c(C)[nH]c3ccccc23)c1	u	0%	5%	-2%	-6	-6%	-11%[46.1 µM]	12%	-1%	-2%
COc1ccc2c(COC(=O)c3cccc(S(=O)(=O)NCC(C)C)c3)cc(=O)oc2c1	27%	30%	4%	-30%	-8	2%	2%	18%	1%	-3%
Cc1cc(C)c(C)c(OCC(=O)N2CCN(c3ccccn3)CC2)c1	x	-1%	19%	7%	-1	-3%	-1%	3%	-5%	5%
CCCn1c(N)c(N(CCOC)C(=O)CSCC(=O)Nc2ccc(OC)cc2)c(=O)[nH]c1=O	x	x	16%	-12%	7	x	-5%	-6%	-1%	0%
O=C(CN1CCOCC1)Nc1ccc2c(c1)OCO2	u	-5%	2%	5%	-1	-2%	5%	-5%	-5%	6%
COC(=O)c1ccccc1NC(=O)CN1CCC(C)CC1	-19%	-6%	3%	4%	-16	0%	-1%	-1%	-1%	-2%
Cc1ccc(NC(=O)CSc2nnc(CNC(=O)c3c(F)cccc3Cl)o2)cc1	14%	-6%	6%	9%	1	-5%	-5%	-5%	-7%	-1%
COc1ccc(N2CCN(CC(=O)Nc3cccc(S(=O)(=O)N4CCOCC4)c3)CC2)cc1	-7%	-23%	1%	-23%	-1	-2%	1%[46.1 µM]	-2%	-1%	0%
O=C(c1ccccc1Nc1ccc(SC(F)F)cc1)N1CCCCC1	u	-13%	4%	13%	-13	-6%	x	2%	-3%	-3%
CSc1ncccc1C(=O)OCC(=O)c1ccccc1	14%	12%	9%	u	-9	-2%	4%	1%	-2%	-3%
Cc1nc2ccc([N+](=O)[O-])cc2[nH]1	-1%	u	1%	-6%	5	3%	17%	2%	-2%	1%
CC(C)CC(NC(=O)C1CCCCC1)C(=O)N1CCN(c2ccccn2)CC1 (centres undefined)	-9%	-3%	x	-34%	3	-10%	0%	1%	-8%	1%
CC(C)N(C(=O)COC(=O)c1ccc(O)cc1)C(C)C	5%	1%	2%	6%	-1	-12%	3%	-4%	-3%	1%
CC1CCCCC1NC1=NCCCS1 (centres undefined)	1%	-2%	-2%	x	7	5%	x	-5%	x	x
CCNC(=O)NC(=O)CSc1nc2ccccc2n1CCOC	-2%	-3%	-3%	-24%	2	6%	-1%	0%	-1%	0%
O=C(NCc1nnc(SCc2ccc(F)cc2)n1-c1ccc(F)cc1)C12CC3CC(CC(C3)C1)C2	u	-3%	-3%	27%	-8	1%	-3%[46.1 µM]	12%	-2%	-4%
O=C(Cc1ccccc1Cl)Nc1cccc(S(=O)(=O)N2CCCCCC2)c1	x	x	16%	-24%	-28	x	-3%	22%	-8%	-2%
O=C(O)c1ccc(CN2CCCCC2)o1	7%	-4%	-7%	-2%	13	1%	14%	2%	-14%	0%
O=C(NCC(=O)N(c1cccnc1)C(C(=O)NC1CCCCC1)c1ccccc1)c1ccco1 (centres undefined)	-17%	3%	1%	13%	-1	-2%	3%	-2%	0%	-2%
Cc1nn(C(=O)c2cccnc2)c(C)c1Sc1ccc(Br)cc1	-2%	2%	-3%	-26%	10	18%	-24%	-8%	-10%	97%[activator]
CCOc1cc(C(=O)Nc2cccc3ncccc23)cc(OCC)c1OCC	-15%	u	-3%	-8%	-3	2%	2%	3%	-5%	-3%
CC1CCCCN1C(=O)CCn1c(=O)oc2ccccc21 (centres undefined)	x	-4%	2%	-18%	0	-6%	4%	1%	1%	5%
COc1cccc(/C=C/C(=C2/C(=O)N(c3ccccc3)N=C2C)c2ccccc2)c1OC	-19%	u	31%	-4%	22	30%	-1%[46.1 µM]	1%	-9%	4%
O=C(CN1CCN(S(=O)(=O)c2ccccc2)CC1)Nc1cccc(C(F)(F)F)c1	-12%	-1%	-2%	3%	-8	-5%	-1%	11%	-15%	-8%
CC(C)C(C(=O)O)N1C(=O)/C(=C/c2cccn2C)SC1=S (centres undefined)	17%	u	-7%	-6%	-6	u	2%[46.1 µM]	2%	u	-1%
CN(C(=O)c1ccc(-c2nn(C)c(=O)c3ccccc23)cc1)C1CCCCC1	x	1%	4%	0%	x	17%	19%	18%	1%	0%
NS(=O)(=O)c1ccc(CCNCc2ccccc2OCc2ccc(Cl)cc2)cc1	-13%	-11%	-7%	-54%[inhibitor]	-2	u	12%	-2%	0%	-1%
COc1ccc(N2CCN(S(=O)(=O)CCNC(=O)c3cccs3)CC2)cc1	x	x	6%	4%	-9	x	4%	0%	-1%	0%
COc1ccc(NS(=O)(=O)c2ccc(NC(=O)C(C)(C(F)(F)F)C(F)(F)F)cc2)nn1	11%	8%	0%	25%	2	13%	3%	-2%	-3%	-5%
O=C(NCCCN1CCCC(O)C1)c1cc(COc2ccc(F)cc2F)on1 (centres undefined)	-19%	2%	2%	2%	-10	-1%	0%	-1%	2%	x
CCOc1ccc2nc(NC(=O)C3=NNC(=O)CC3)sc2c1	12%	-3%	-2%	27%	5	2%	3%	-7%	0%	-4%
CCOC(=O)c1ccc(NC(=O)CCC(=O)NCc2ccco2)cc1	2%	5%	-1%	10%	-12	-2%	8%	1%	-2%	-1%
CCOC(=O)N1CCN(S(=O)(=O)c2c[nH]c(C(=O)OC)c2)CC1	3%	-5%	-3%	-2%	-8	6%	-1%	9%	0%	1%
CC(=O)N(Cc1ccc(Br)cc1)c1ccccc1C(=O)O	x	1%	-42%	19%	-2	-12%	1%	4%	-7%	2%
Cc1sc2nc(CSc3nc4ccccc4c(=O)n3CCCN3CCOCC3)[nH]c(=O)c2c1C	-26%	1%	4%	-22%	2	28%	0%	-6%	u	-3%

Source: PubChem BioAssay (National Center for Advancing Translational Sciences (NCATS))

An excerpt; count on the stated rates, not on these rows.
